EPAC2 antagonist: antagonists of human EPAC2 | EPAC2 GEF exchange of Rap1B-BODIPY-GDP, fluorescence | Potency, µM (titrated, usually from 114 µM), without a hit: at the top dose activity, negative = inhibition, hits mostly inhibitors | actives 0.18% (n = 360,000) | AID 720708; also: % is scaled to controls: 0 for no effect and ±100 for the full control effect; nearly all actives have a fitted effect of over 45% in size; many of its hits are not listed in these tables
Target sequence (Q8WZA2 whole entry, looked up): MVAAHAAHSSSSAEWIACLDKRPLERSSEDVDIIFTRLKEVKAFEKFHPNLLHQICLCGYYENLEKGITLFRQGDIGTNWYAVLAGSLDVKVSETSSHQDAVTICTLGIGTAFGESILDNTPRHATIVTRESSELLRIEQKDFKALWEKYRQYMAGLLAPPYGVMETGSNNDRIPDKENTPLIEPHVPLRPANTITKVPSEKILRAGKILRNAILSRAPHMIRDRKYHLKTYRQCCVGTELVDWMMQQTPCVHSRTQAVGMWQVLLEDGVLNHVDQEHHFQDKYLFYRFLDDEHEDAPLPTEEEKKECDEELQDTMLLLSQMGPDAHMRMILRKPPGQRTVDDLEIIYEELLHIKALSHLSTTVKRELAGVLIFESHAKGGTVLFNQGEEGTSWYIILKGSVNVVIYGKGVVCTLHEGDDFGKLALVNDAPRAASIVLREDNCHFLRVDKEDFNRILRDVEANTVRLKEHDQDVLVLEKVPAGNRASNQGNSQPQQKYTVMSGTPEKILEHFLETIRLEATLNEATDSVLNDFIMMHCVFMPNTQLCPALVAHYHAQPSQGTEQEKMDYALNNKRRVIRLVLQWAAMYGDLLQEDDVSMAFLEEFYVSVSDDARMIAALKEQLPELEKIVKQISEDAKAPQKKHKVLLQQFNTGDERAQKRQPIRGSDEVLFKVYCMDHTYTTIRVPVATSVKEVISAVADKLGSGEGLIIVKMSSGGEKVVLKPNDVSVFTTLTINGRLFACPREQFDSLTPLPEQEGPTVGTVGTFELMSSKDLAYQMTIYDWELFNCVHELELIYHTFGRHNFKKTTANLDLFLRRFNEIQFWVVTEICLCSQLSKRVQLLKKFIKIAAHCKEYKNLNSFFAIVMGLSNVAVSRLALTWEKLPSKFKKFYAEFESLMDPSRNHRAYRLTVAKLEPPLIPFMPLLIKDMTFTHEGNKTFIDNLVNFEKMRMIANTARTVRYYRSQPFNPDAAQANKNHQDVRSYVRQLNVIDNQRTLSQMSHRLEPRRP
ATXN2 expr inh: reduces ATXN2 reporter expression in HEK-293 cells; Potency, µM (series often up to 57 µM), for inactives: at the top dose activity change, negative = inhibition, usual class: inhibitors; HEK-293 ATXN2-luciferase reporter, luminescence, 24 h; actives 0.72% (n = 360,000); also: % is scaled to controls: 0 for no effect and ±100 for the full control effect; nearly all actives have a fitted effect of over 55% in size
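qHTS (up to 57 uM final) was run with 24 h compound exposure of reporter cells at 37 °C. Each well was multiplexed: SteadyGlo luminescence measured ATXN2-luciferase expression after a fluorogenic Gly-Phe-AFC viability readout (25 uM final).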
S2 tox: viability counter-screen for ATXN expression inhibitors. S2 cells (HEK-293 line with an ATXN2-luciferase reporter) viability, CellTiter-Fluor protease fluorescence, 24 h. Potency, µM (titrated, usually from 56.7 µM), usual class: cytotoxic. actives 0.49% (n = 400,000). AID 651635; also: nearly all actives have a fitted effect of over 40% in size
HepG2 tox: kills HepG2 cells in TGF-b inhibitor counter-screen. Potency, µM (doses to about 46.1 µM), without a hit: at the top dose activity change, negative = cytotoxicity, most hits filed as cytotoxic. HepG2 CAGA-GFP viability, ATP luminescence, 18 h. actives 0.76% (n = 410,000); also: some results filed as inactive show a strong effect at the top dose
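HepG2 CAGA-GFP cells (1000/well, DMEM with 1% FBS) received compound, then TGF-beta at 500 pg/mL final, and were incubated 18 hours at 37 degrees C. Viability was read by CellTiter-Glo luminescence. Media-only wells were set as complete cell-killing and DMSO as no toxicity.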
Nrf2 activator: activators of Nrf2 (ARE) signaling. AREc32 ARE-luciferase reporter (MCF7-derived line), luminescence, 24 h. Potency, µM (titrated, usually from 46.1 µM), for the others: at the highest dose activation, actives largely listed as activators. actives 0.31% (n = 410,000). AID 624171; also: % of control where 0% means no effect; nearly all actives have a fitted effect of over 65% in size
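Reporter line AREc32 (ARE-Fluc), seeded overnight in OPTI-MEM with 5% FBS; compound pin-transferred, 24 hr at 37 deg C, 5% CO2; luminescent read-out.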
A549 viability: counter-screen for Nrf2 inhibitors: cytotoxicity in A549 cells; A549 ARE-Fluc cells, CellTiter-Fluor viability, 18-24 h; Potency, µM (doses to about 46 µM), inactives show at the highest dose activity change, negative = cytotoxicity, most hits filed as inhibitors; actives 0.16% (n = 390,000); also: % is scaled to controls: 0 for no effect and ±100 for the full control effect
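A549 ARE_Fluc cells in 5% FBS OPTI-MEM were exposed to compounds in concentration-response for 18-24 h at 37 deg C. Viability was read by CellTiter-Fluor fluorescence (Ex 405/Em 525) after 30 min, before the luciferase read.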
TGFb inhibitor: blocks TGF-b signaling; HepG2 CAGA-GFP TGF-b/SMAD3 reporter, GFP fluorescence, 18 h; TGF-beta stimulated, 500 pg/mL final; Potency, µM (doses to about 46.1 µM), inactives show top-dose activity, negative = inhibition, most hits filed as inhibitors; actives 1.2% (n = 410,000); AID 588855; also: % is scaled to controls: 0 for no effect and ±100 for the full control effect; nearly all actives have a fitted effect of over 65% in size
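Using HEPG2 CAGA-GFP reporter cells at 1000 cells/well, we pinned test compounds, stimulated with recombinant TGF-beta (500 pg/mL final) and measured total well GFP after 18 h.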
Nrf2 block: blocks Nrf2 signaling; A549 ARE-Fluc reporter, luciferase luminescence, 18-24 h; Potency, µM (highest dose often 46 µM), for the others: at the top dose activity change, negative = inhibition, most hits filed as inhibitors; actives 2.1% (n = 360,000); AID 504444; also: % is scaled to controls: 0 for no effect and ±100 for the full control effect; nearly all actives have a fitted effect of over 60% in size
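Nrf2 function is reported as luminescence of an ARE-controlled luciferase in A549 cells. Compounds were tested at several concentrations, and a CellTiter-Fluor read on the same wells flagged cytotoxicity.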
MCF10A rereplic: induces DNA re-replication in MCF 10a normal breast cells. actives 2.9% (n = 350,000). Potency, µM (series often up to 46.1 µM), inactives show at the top dose activity, positive = re-replication, most hits filed as activators. MCF 10A DNA re-replication, Hoechst nuclear intensity, 48 h; also: % of control where 0% means no effect; nearly all actives have a fitted effect of over 50% in size
* marks the source's active call; other numbers are inactive results; i = inactive; ? = inconclusive; . = no result given; [ ] = another dose, or the depositor's remark. Calls follow the shape of the dose curve; as a rule, active = well fitted curve in the direction sought with a large enough effect; inconclusive = small, poorly fitted or top-dose-only effect, or another doubt; inactive = no such curve, though single readings can be large; an effect the other way counts as inactive or inconclusive. Potency is read from the fitted curve at half-maximal effect.

SMILES	EPAC2 antagonist	ATXN2 expr inh	S2 tox	HepG2 tox	Nrf2 activator	A549 viability	TGFb inhibitor	Nrf2 block	MCF10A rereplic
CCN(CC)c1ccc(NC(=O)C2CCCN(S(=O)(=O)c3cnc[nH]3)C2)c(C)c1 (configuration not stated)	14%	-12%	i	3%	-0.7%	1%	-8%	23µM*	-2%
O=C(Cc1c(Cl)cccc1Cl)OCc1ccccn1	-5%	36%	i	-40%	4.7%	7%	-11%	1%	-7%
CC(C)(C)OC(=O)N1Cc2cc3ccccc3nc2C1CO (configuration not stated)	6%	.	i	-20%	0.3%	8%	-5%	9%	5%
Cc1ccc(O)c(C=Nc2cc(C)ccc2O)c1	-5%	61%[activator]	i	-6%	?	-7%	-1%	-11%	?
O=C1C2CCCCN2C(=O)N1CCCCN1CCN(c2cccc(C(F)(F)F)c2)CC1 (configuration not stated)	3%	-11%	i	-16%	-0.1%	2%	-17%	-8%	?
CCCCSc1nnc(-c2ccc(C)cc2)n1C	1%	33%[activator]	?	-16%	-0.7%	-5%	5%	?	0%
COc1ccc(Br)cc1C1CC(=O)Nc2c1c(C)nn2-c1nc(C)cc(C)n1 (configuration not stated)	.	0%	i	-3%	-0.6%	5%	-4%	-11%	.
CC1(NC(=O)CN2CCN(c3cnn(-c4ccccc4)c(=O)c3Cl)CC2)CCS(=O)(=O)C1 (configuration not stated)	0%	7%	i	3%	0.0%	1%	-5%	3%	-1%
O=C(O)Cn1cnc2c(oc3ccccc32)c1=O	3%	5%	i	-1%	0.0%	3%	-13%	8%	-3%
O=C(CCc1ccccc1)c1c(O)cc(O)cc1O	-7%	5%	i	-27%	9.6%	2%	0%	5%	-2%
COc1cc(C)ccc1OCCSc1nc2ccc(NC(=O)c3ccc(C)cc3)cc2s1	.	10%	i	-14%	0.2%	-1%	?	4%	.
O=C(NCCc1ccccc1Cl)C1CCC(=O)N(Cc2ccc(Cl)cc2)C1 (configuration not stated)	-24%	0%	i	-7%	0.8%	-3%	-21%	2%	-12%
CCOC(=O)c1scc(-c2ccccc2)c1S(=O)(=O)Nc1ccc(N(C)C)cc1	.	4%	?	-9%	5.4%	-3%	?	?	.
Cc1ccc(-c2nnc(N3CCCCC3)c3ccccc23)cc1S(=O)(=O)N1CCN(C)CC1	0%	-7%	i	-25%	-0.2%	6%	?	30%	-2%
COc1ccc(C2CC(=O)c3cnc(N4CCN(Cc5ccccc5)CC4)nc3C2)cc1 (configuration not stated)	-4%	8%	i	-8%	1.8%	-4%	20%	?	16%
CC(=O)N1CCc2cc(S(=O)(=O)NC(CC(C)C)C(=O)NCCc3ccccc3)ccc21 (configuration not stated)	.	4%	?	-4%	-0.5%	-3%	2%	3%	.
Cc1ccc(C(=O)N2CCN(c3ccc([N+](=O)[O-])c(NCc4ccco4)c3)CC2)cc1	8%	?	?	-2%	4.8%	?	?	.	4%
O=C(Cn1c(NCCCO)nc2ccccc21)c1ccc(Br)cc1	-1%	-20%	i	-26%	4.6%	-11%	-1%	-13%	-14%
O=C(O)Cn1ccc2ccccc21	1%	0%	i	-8%	0.3%	2%	0%	-2%	5%
CC(C(=O)Nc1ccccc1)N1C(=O)c2ccccc2C1=O (configuration not stated)	2%	-5%	i	-5%	-0.1%	0%	-13%	14%	-5%
COc1ccc(C(=O)Cn2cnc3ccc(Cl)cc3c2=O)cc1F	5%	0%	i	-3%	-0.2%	-4%	4%	-16%	?
CCNC(=O)c1ccccc1SCc1ccccc1	7%	3%	i	0%	-0.7%	-17%	-1%	-7%	2%
Cc1cccc(C)c1NS(=O)(=O)c1ccc2c(c1)NC(=O)CO2	2%	-2%	i	-15%	-0.8%	-10%	-2%	?	2%
CCCCCC(=O)N1C[C@H](n2cc(-c3ccc(F)cc3)nn2)[C@@H](O)C[C@@H]1c1ccc(Cl)cc1	-2%	?	?	-107%	-4.1%	.	?	.	.
COc1ccc(Br)cc1/C=C/C(=O)c1ccc(NC(C)=O)cc1	-17%	22µM*	?	16µM*	?	8.2µM*	?	5.2µM*	6.5µM*
CC(=O)N1CCC(C(=O)Nc2ccc(S(=O)(=O)N3CCC(C)CC3)cc2)CC1	2%	-11%	i	-5%	-0.3%	-8%	5%	-15%	24%
CC(C)CC(=O)NN1CCCCC1	8%	2%	i	3%	-0.3%	-3%	13%	23%	-2%
COc1ccc(-n2c(SCC(=O)Nc3ccc(Br)cc3)nc(O)cc2=O)cc1	0%	4%	i	7%	3.4%	-1%	3%	-4%	-1%
N#CC1=C(c2ccccc2)/C(=C/c2ccccc2)OC1=O	-8%	?	.	-8%	14%	?	?	-7%	6.5µM*
O=C(O)C1CCCN1S(=O)(=O)c1ccc(Cl)c(Cl)c1 (configuration not stated)	-6%	-20%	i	-1%	-0.4%	-2%	0%	3%	22%
Cc1ccc(S(=O)(=O)N2CCC(C(=O)OCC(=O)N3CC(C)CC(C)C3)CC2)cc1C (configuration not stated)	2%	11%	i	1%	-0.4%	-4%	56%	2%	-11%
COc1cc(OC)cc(C(=O)N[C@H](C(=O)Nc2ccc(NC(C)=O)cc2)C(C)C)c1	3%	-1%	i	-27%	0.7%	-8%	-5%	14%	-5%
COc1cccc(NC(=O)CSc2nnc(Cc3cccn3C)n2-c2ccc(F)cc2)c1	4%	6%	i	-3%	-0.5%	1%	4%	9%	-3%
COc1cccc2cc(C(=O)n3ccc(C)n3)c(=O)oc12	8%	-6%	i	17%	4.5%	-7%	9%	.	0%
CCN(CC(=O)Nc1ccc(NC(C)=O)cc1)C(=O)C1(c2ccc(Cl)cc2)CCC1	?	.	i	-14%	-3.7%	.	-4%	.	.
C(=NOCc1ccccc1)c1cccnc1	4%	14%	i	-3%	3.3%	0%	17%	?	3%
Cc1cc(C)n(-c2ccc(Oc3ccccc3)c(S(=O)(=O)O)c2)n1	-4%	?	i	10%	-0.4%	2%	11%	1%	0%
CCOc1ccccc1NC(=O)NNS(=O)(=O)c1cc(C)ccc1C	-17%	-6%	i	-3%	0.2%	2%	-2%	4%	-9%
C=CCn1c2ccccc2n2nc(C)c(=O)nc12	-6%	1%	i	-1%	0.2%	3%	-4%	16%	6%
COC(=O)Cc1c(O)ccn(CCc2c[nH]c3ccc(OC)cc23)c1=O	11%	-1%	i	6%	-0.2%	1%	-5%	6%	1%
CC(=O)Oc1ccc(C(=O)Nc2cc(C)ccc2NC(=O)COc2ccccc2)cc1	13%	2%	?	-7%	0.7%	-19%	7%	-21%	-1%
Cc1ccc(Cc2c(C)nc3nc(SCC(=O)NCc4ccco4)nn3c2C)cc1	-6%	-6%	?	-1%	-0.1%	?	-11%	3%	6.5µM*
OCc1nc2ccccc2n1CCCOc1ccc(Br)cc1	-21%	14%	i	-13%	5.7%	0%	-2%	2%	23%
CN(CCC#N)C(=O)CSc1ncnc2sc(-c3ccccc3)cc12	-7%	11%	i	-12%	6.6%	-25%	-4%	?	?
Cc1ccc(NC(=O)CN2CCC(Cc3ccccc3)CC2)cc1S(=O)(=O)N(C)C	-20%	-14%	i	-17%	3.2%	-6%	16µM*	-28%	?
CC(/C=C/c1ccccc1)=N\NC(=O)CSc1ccccn1	4%	22%	i	-6%	3.5%	5%	-21%	?	1%
COc1ccc(/C=N\NC(=O)c2ccc(-c3ccccc3)cc2)cc1COC(C)=O	17%	-23%	i	-5%	0.5%	3%	6%	?	-20%
O=C(COc1ccc2c3c(c(=O)oc2c1)CCCC3)N1C[C@H]2C[C@@H](C1)c1cccc(=O)n1C2	-11%	-20%	i	-38%	2.7%	1%	0%	-21%	-8%

Given with two lines to a compound: part of the list above
The line under a structure holds: EPAC2 antagonist | ATXN2 expr inh | S2 tox | HepG2 tox | Nrf2 activator | A549 viability | TGFb inhibitor | Nrf2 block | MCF10A rereplic
- O=C(COc1ccc2c3c(c(=O)oc2c1)CCCC3)N1C[C@H]2C[C@@H](C1)c1cccc(=O)n1C2
  -11% | -20% | i | -38% | 2.7% | 1% | 0% | -21% | -8%
- Cc1ccc(NC(=O)CN2CCC(Cc3ccccc3)CC2)cc1S(=O)(=O)N(C)C
  -20% | -14% | i | -17% | 3.2% | -6% | 16µM* | -28% | ?
- COc1ccc(/C=N\NC(=O)c2ccc(-c3ccccc3)cc2)cc1COC(C)=O
  17% | -23% | i | -5% | 0.5% | 3% | 6% | ? | -20%

Next section
SMILES	EPAC2 antagonist	ATXN2 expr inh	S2 tox	HepG2 tox	Nrf2 activator	A549 viability	TGFb inhibitor	Nrf2 block	MCF10A rereplic
Cc1ccc(C)c(Cn2nnc3c(=O)[nH]c(C4CCCN(C(=O)C5CCC5)C4)nc32)c1 (configuration not stated)	-2%	0%	i	-19%	-0.6%	-1%	2%	-8%	20%
Cc1ccc(-n2c(=O)[nH]c3ncccc3c2=O)cc1	1%	.	i	-8%	-0.9%	10%	0%	2%	3%
O=C(CCNC(=O)c1ccc(Cl)cc1)NCCCN1CCOCC1	15%	.	i	8%	-0.1%	1%	-2%	23%	-11%
COc1ccc(C(NC(=O)C2CCN(CCCOc3ccccc3)CC2)c2cccs2)cc1 (configuration not stated)	3%	-14%	i	-51%	5.5%	.	?	.	.
O=C(Nc1ccc(N2C(=O)C3CCCCC3C2=O)cc1Cl)c1cccs1 (configuration not stated)	4%	21%	i	-4%	-0.4%	-2%	-12%	?	5%
CC1=C(C(=O)Nc2cc(Cl)ccc2C)C(c2ccccc2F)n2ncnc2N1 (configuration not stated)	.	-12%	i	-19%	-0.4%	9%	-2%	.	.
CCCCCN(C(=O)COC(=O)CSc1ccc([N+](=O)[O-])cc1)c1c(N)n(CCCC)c(=O)[nH]c1=O	41%[activator]	0%	i	-11%	-0.9%	1%	-13%	3%	-15%
C=C(Cl)COc1ccc2c(CC)cc(=O)oc2c1	0%	0%	i	-16%	-0.2%	17%	-2%	-8%	?
Cc1cc(=O)oc2c(C)c(OCC(=O)NCc3ccccn3)ccc12	6%	.	i	2%	2.2%	1%	0%	0%	-2%
NS(=O)(=O)c1ccc(NC(=O)c2ccccc2C(=O)N2CCCCC2)cc1	8%	-6%	i	3%	-0.3%	.	23%	11%	2%
COc1ccc(-c2onc(C)c2-c2cnn(-c3ccccc3)c2)c(O)c1	-7%	-19%	i	-40%	15%	0%	?	13%	?

Screens deposited in PubChem BioAssay by National Center for Advancing Translational Sciences (NCATS).

These rows are one share of the data, so the mix of outcomes need not match the whole.
